A-T KAP1 phos – potential ataxia-telangiectasia treatments restoring KAP-1 phosphorylation; Potency, µM (series often up to 57.5 µM), inactives show at the highest dose activation, actives largely listed as activators; 0.19% of 320,000 active; […] A-T fibroblasts, KAP-1 phosphorylation AlphaLISA; neocarzinostatin DNA damage 30 min before lysis; note: potency is the fitted concentration of half-maximal effect; % of control where 0% means no effect; nearly all actives have a fitted effect of over 45% in size
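ATM-like activity read as KAP-1 phosphorylation via AlphaLISA donor/acceptor antibody pairs after lysis and 6 hr at 25C. Cells were ATM-null patient fibroblasts ([…], hTERT), dosed 60 min, then exposed to the DSB inducer NCS for 30 min.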
Coupling enz – inhibits coupling enzyme system, counter-screen for aldolase hits. activity change, negative = inhibition, % at 58.2 µM, hits read low. 0.67% of 290,000 active. coupling enzyme system counterscreen, AmpLite Red fluorescence; in the data active = activity change below about -30%; note: % is set by controls: 0 for no effect and ±100 for the full control effect
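Coupling enzymes only (glyceraldehyde-3-phosphate) + compound, at 57.5 uM final, 10 min RT; add substrate/coupling/AmpLite Red mix, 20 min RT; fluorescence ex 525/em 598 nm. Actives flag coupling-system interference.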
KCNH2 WT inh – KCNH2 (human, wildtype) channel inhibition. Q12809. U2OS, BacMam KCNH2, thallium flux FluxOr; stronger effect = lower value. activity change, % at 1.84 µM. 0.37% of 340,000 active. AID 720551;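 active = maximum activity change below -70%; inconclusive = maximum activity change between -70% and -50%; inactive = maximum activity change above -50%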; note: % is set by controls: 0 for no effect and ±100 for the full control effect
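U2OS cells were transduced with wild-type KCNH2 virus (2.03 x 10^8 / mL) for 4 h at room temperature, then cultured overnight at 37 C. Thallium flux was read with FluxOr dye. Rate constants were normalized to DMSO controls.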
TCR act – T cell receptor activation | primary human leukocytes, anti-CD3, IL-2 HTRF, 48 h | Potency, µM (series often up to 9.22 µM), without a hit: top-dose activation of IL-2 secretion, most hits filed as activators | 330,000 tested, under 10 active | AID 504894; note: % of control where 0% means no effect
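Activity was scored as IL-2 release from primary human leukocytes given only a TCR signal (a-CD3 beads) plus compound for 48 hr. Detection used a two-antibody HTRF format read at 665nm.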
CXXC DNA block – inhibitors of human MLL CXXC domain-DNA interaction. Q03164. MLL-CXXC / FITC-HOXA9 DNA fluorescence polarization. Potency, µM (highest dose often 115 µM), without a hit: at the top dose activity change, negative = inhibition, actives largely listed as inhibitors. 0.037% of 290,000 active. AID 2662; active = well fitted inhibition curve with a large enough effect in the polarisation, with a control signal flat, not every such curve was filed as active; inconclusive = small, poorly fitted or top-dose-only effect, or effect the other way, or a change in a side signal; inactive = no such curve, though single readings can be large or run the other way; the % refers to the polarisation; note: potency is the fitted concentration of half-maximal effect
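Purified MLL-CXXC (added from a 7 uM solution) was preincubated 5 min at ambient with pinned compounds in 50 mM Tris-HCl pH 7.5, 50 mM NaCl, 1 mM DTT, 0.05% BSA. Fluorescein-labeled HOX-A9 DNA (50 nM solution) followed, 30 min, then polarization read.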
TSHR antagonist – blocks TSH signaling through the human TSH receptor. TSHR-expressing cells, TSH-stimulated cAMP HTRF, 2 h; stronger effect = lower value. activity change, negative = inhibition, % at 11.5 µM. 0.2% of 330,000 active. AID 504810;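 active = activity change below a set negative limit, meaning inhibition stronger than a set level, cut at about -70% in these data; inconclusive = activity change between two set negative limits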; note: % is set by controls: 0 for no effect and ±100 for the full control effect
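TSHR-expressing cells were treated with compounds, then stimulated with TSH at EC80 (4nM final) for 2 hours at 37 deg C. Cellular cAMP was measured by HTRF competition between lysate cAMP and cAMP-d2 for a cryptate-labelled anti-cAMP antibody.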
Tb PFK inh – blocks T. brucei phosphofructokinase. O15648. T. brucei PFK, ADP-Glo luminescence. Potency, µM (highest dose often 57.5 µM), without a hit: at the highest dose activity, negative = inhibition, usual class: inhibitors. 0.17% of 330,000 active. AID 485367;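 note: potency is the fitted concentration of half-maximal effect; 0% = uninhibited 1x PFK enzyme wells and -100% = no-enzyme wells; nearly all actives have a fitted effect of over 60% in size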
Target sequence (O15648 whole entry, looked up): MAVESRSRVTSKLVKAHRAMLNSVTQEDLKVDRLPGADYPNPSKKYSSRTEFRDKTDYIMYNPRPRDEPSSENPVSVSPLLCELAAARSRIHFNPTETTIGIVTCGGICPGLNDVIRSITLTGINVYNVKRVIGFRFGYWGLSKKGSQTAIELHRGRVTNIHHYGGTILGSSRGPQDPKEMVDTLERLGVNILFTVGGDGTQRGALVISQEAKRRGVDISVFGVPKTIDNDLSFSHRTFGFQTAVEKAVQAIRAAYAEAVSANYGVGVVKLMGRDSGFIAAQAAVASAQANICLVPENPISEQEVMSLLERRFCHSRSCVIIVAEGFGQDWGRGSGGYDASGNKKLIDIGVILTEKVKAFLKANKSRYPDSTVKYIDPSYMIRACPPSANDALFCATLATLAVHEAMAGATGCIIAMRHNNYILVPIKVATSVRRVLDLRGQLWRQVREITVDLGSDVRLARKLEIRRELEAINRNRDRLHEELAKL
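Compounds were pin-transferred as a titration series up to 57 uM into substrate buffer (0.5 mM F6P, 0.1 mM ATP, pH 8.0), then 1.25 nM PFK was added and reactions ran 45 min before ADP-Glo detection.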
BCR signal inh – inhibitors of chronic active B-cell receptor signaling | ABC-DLBCL IkBa-CBG/CBR reporter, luminescence ratio, 4 h | Potency, µM (series often up to 46.1 µM), inactives show at the highest dose ratio change, negative = lower green/red ratio, usual class: inhibitors | 0.05% of 340,000 active | AID 493014; active = well fitted inhibition curve with a large enough effect in the signal ratio, with a control signal flat, not every such curve was filed as active; inconclusive = small, poorly fitted or top-dose-only effect, or effect the other way, or a change in a side signal; the % refers to the signal ratio;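 note: potency is the fitted concentration of half-maximal effect; plate controls were basal doxycycline-induced cells for no effect and cells given 10 µM MG132 for full effect; MG132 reads +100%, hits lower the ratio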
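Cell line TMD8 (human ABC DLBCL), stably expressing tet-inducible CBG68-IkBa fusion and CBR; IMDM/0.5% FBS; cpd up to 46 uM; dox induction, 4 h, 37C/5% CO2; dual luminescence; green/red ratio; MG132 control.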
Giardia kill – Giardia lamblia killing. Giardia lamblia trophozoite viability. 0.15% of 340,000 active. AID 540267. activity change, % at 7.66 µM, hits read low; in the data active = activity change below about -80%; inconclusive = between about -30% and that limit;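 note: parasites exposed to compound for two days anaerobically before the ATP read; % is set by controls: 0 for no effect and ±100 for the full control effect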
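Killing of trophozoites was scored by loss of ATP luminescence after a 48 hrs anaerobic exposure to compounds at 37 deg C, using 100 cells per well.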
GALK inhibitor – inhibitors of human galactokinase | Potency, µM (series often up to 57.5 µM), inactives show at the top dose activity change, negative = inhibition, hits mostly inhibitors | Purified GALK, Kinase-Glo residual ATP luminescence | 0.007% of 270,000 active; note: potency is the fitted concentration of half-maximal effect; % is set by controls: 0 for no effect and ±100 for the full control effect
Target sequence (P51570 whole entry, looked up): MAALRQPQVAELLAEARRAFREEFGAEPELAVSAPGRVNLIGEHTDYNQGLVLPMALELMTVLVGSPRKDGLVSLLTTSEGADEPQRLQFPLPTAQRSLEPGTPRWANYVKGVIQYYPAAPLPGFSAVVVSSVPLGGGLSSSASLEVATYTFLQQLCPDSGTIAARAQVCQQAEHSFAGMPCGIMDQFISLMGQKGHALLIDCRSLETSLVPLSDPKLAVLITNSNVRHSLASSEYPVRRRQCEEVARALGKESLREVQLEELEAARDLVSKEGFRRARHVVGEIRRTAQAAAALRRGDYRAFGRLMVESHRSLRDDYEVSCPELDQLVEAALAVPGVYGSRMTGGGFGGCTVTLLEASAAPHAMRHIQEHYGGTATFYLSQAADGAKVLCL
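Luminescence from leftover ATP (Ultra-Glo luciferase/luciferin) served as read-out after a 1 h room-temperature reaction of 5 nM GALK with 35 uM ATP and 100 uM galactose.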
Starred values were filed as active, the others as inactive; ? = inconclusive; nt = no result given; [ ] = remark or other dose. Unless noted, calls come from the whole dose curve; as a rule, active = well fitted curve in the direction sought with a large enough effect; inconclusive = small, poorly fitted or top-dose-only effect, or another doubt; inactive = no such curve, though single readings can be large; an effect the other way counts as inactive or inconclusive.

Molecule,A-T KAP1 phos,Coupling enz,KCNH2 WT inh,TCR act,CXXC DNA block,TSHR antagonist,Tb PFK inh,BCR signal inh,Giardia kill,GALK inhibitor
O=S(=O)(c1ccc(-c2csc(-c3cccnc3)n2)cc1)N1CCCCC1,1%,0,11,-4%[46.1 µM],0%,-2,3%,-7%,7,-2%
CCOC(=O)N1CCN(C(=O)CSCC(=O)Nc2nc(-c3ccc(Cl)s3)cs2)CC1,3%,-3,17,13%,-8%,-20,4%,5%,-14,-4%
CCN1CCN(Cc2ccc(NC(=O)Nc3cccs3)cc2)CC1,-3%,2,8,-3%,5%,3,-4%,-5%,-15,2%
O=C(O)c1ccc(-n2nnnc2SCc2ccccc2)cc1,-4%,20,3,1%,10%,-2,-1%,5%,-14,-2%
Cc1cc(N/C(=N/S(=O)(=O)c2ccc(F)cc2)c2ccccc2)n(-c2ccccc2)n1,-3%,-9,-15,nt,-3%,-4,7%,-4%,-3,14%
COc1cccc(C2=NOC(C(=O)Nc3ccc(OC)c(OC)c3)C2)c1 (configuration not stated),-5%,5,-24,-2%,9%,16,4%[0.46 µM],4%,-10,-1%
COC(=O)C1=C(C)NC(=O)NC1c1ccccc1 (configuration not stated),1%,-1,6,3%[46.1 µM],-2%,0,-1%,12%,-4,1%
CCOC(=O)CC1=NN(c2ccccc2)C(=O)/C1=C\c1ccc(OC)cc1OC,-3%,0,-23,0%,12%,3,0%,6%,-27,0%
O=C(/C=C/c1ccco1)OCC1CCCN2CCCCC12 (configuration not stated),-11%,0,35,-4%,0%,-5,0%,-1%,-1,5%
COc1ccc(S(=O)(=O)N2CCCCC2)cc1NS(=O)(=O)c1ccccc1,40%,nt,-26,-5%,nt,14,0%,?,-16,nt
Cc1ccc(/C=C2\SC(=S)N(CCC(=O)NNS(=O)(=O)c3ccccc3)C2=O)cc1,-3%,1,-6,4%,33%[activator],-3,4%,nt,18,-2%
CCc1nnc(NC(=O)CSc2nnc(COc3cccc(C)c3)o2)s1,0%,5,4,2%,-3%,-1,0%,11%,-14,5%
CC1CN(C(=O)c2cc3c(s2)CCC3)CC(C)O1 (configuration not stated),-2%,-4,-5,3%,2%,4,-8%,0%,5,-1%
O=C(CC1(O)C(=O)Nc2ccccc21)c1cccc(-n2cccc2)c1 (configuration not stated),5%,1,-15,-1%,-2%,5,-5%,0%,0,2%
CCc1ccc(C(=O)C(C)OC(=O)c2nc3nc(C)cc(C)n3n2)cc1 (configuration not stated),1%,nt,-5,-3%,nt,0,-2%,-2%,-12,nt
Cc1ccc(-n2nnnc2SCC(=O)NNC(=O)c2ccco2)cc1C,-8%,5,-7,nt,-7%,29,4%,-1%,-7,0%
CCN1CCCC1CNC(=O)C(=O)NC1CC1 (configuration not stated),3%,5,1,1%,7%,24,2%,-3%,13,5%
CCc1ccc(S(=O)(=O)Nc2ccncc2)cc1,24%,-3,-4,-4%,-18%,46,-3%,-4%,-14,2%
Cc1cc(C(=O)CSc2ccc(F)cc2)cc(C)c1O,9%,1,-2,-5%,6%,-12,-7%,2%,24,-1%
Cc1csc(NC(=O)Cc2ccccc2[N+](=O)[O-])n1,-1%,0,-1,3%[46.1 µM],-3%,-4,1%,1%,-9,0%
CCOc1ccc(S(=O)(=O)N2CCCCC2)cc1NC(=O)Cc1ccsc1,-5%,nt,8,2%,nt,4,1%,0%,2,nt
COC(=O)c1ccc(OCC(O)CN2C(=O)c3ccccc3C2=O)cc1 (configuration not stated),-14%,1,-3,1%,-7%,-1,-1%,0%,-15,-5%
CC1(C)Oc2ccccc2OC1(O)c1ccc2ccccc2n1 (configuration not stated),7%,0,1,-3%,-3%,-3,2%,?,-8,nt
CSc1ccccc1C(=O)Nc1c(C)cccc1C,10%,3,2,0%,-3%,-2,1%,1%,8,0%
COc1cccc(CN2CCNC(=O)C2CC(=O)N(C)CC2CCOCC2)c1 (configuration not stated),3%,nt,10,-1%,-1%,7,-1%,0%,2,5%
Cc1cc(/C=C(/C#N)c2nc3ccccc3[nH]2)c(C)n1-c1cccc([N+](=O)[O-])c1,nt,1,-116*,3%,6%,3,2%,1%,?,2%
CN(C)CCCn1c2c(c(SCC(=O)Nc3nccs3)nc1=O)CCC2,-12%,nt,14,8%,nt,nt,-23%,20%,-6,nt
C[C@H](C(=O)O)c1n[nH]c(=O)c2ccccc12,2%,0,0,3%,0%,6,0%,-1%,-4,7%
N#Cc1ccccc1S(=O)(=O)N1CCN(CC(=O)NC(=O)NC2CCCCC2)CC1,-21%,nt,2,-13%,nt,4,-5%,-25%,14,nt
C[C@]12C(=O)N(c3ccc(Br)cc3)C(=O)N1[C@@H]1c3ccccc3OC[C@@H]1[C@H]2c1ccccc1,2%,2,-15,11%,0%,-13,-1%,-4%,0,nt

Look-ups from above.
Value of `CSc1ccccc1C(=O)Nc1c(C)cccc1C` under Tb PFK inh: 1%
Value of `C[C@H](C(=O)O)c1n[nH]c(=O)c2ccccc12` under A-T KAP1 phos: 2%

(further entries)
Molecule,A-T KAP1 phos,Coupling enz,KCNH2 WT inh,TCR act,CXXC DNA block,TSHR antagonist,Tb PFK inh,BCR signal inh,Giardia kill,GALK inhibitor
Cc1ccccc1Nc1nnc(SCC(=O)NC(=O)NCc2ccco2)s1,0%,-1,10,-4%,5%,-7,-3%,?,-8,1%
Cc1ccc(N2CC(C(=O)N3CCC(C(=O)Nc4nncs4)CC3)CC2=O)cc1 (configuration not stated),-3%,1,-6,2%,0%,-5,-4%,4%,-9,-1%
O=C(COC(=O)C1CC1)c1c[nH]c2ccccc12,9%,2,-16,10%,10%,0,-7%,?,-2,0%
CC(C)N(C)Cc1nnnn1CC(=O)NCc1cc(F)cc(C(F)(F)F)c1,-1%,2,8,0%,-6%,26,3%,4%,0,-1%
COc1ccccc1-c1cc(-c2ccccc2)nc(=O)[nH]1,4%,3,-3,8%,5%,-3,-6%,2%,-13,-1%
CC1CC(C)CN(C(=O)COC(=O)c2ccc(N3CCCC3=O)cc2)C1 (configuration not stated),4%,nt,1,-3%,nt,nt,-2%,-6%,27,nt
CCN1CCN(CCc2nc3cc(NC(=O)COc4ccc(Cl)cc4)ccc3n2C)CC1,11%,-7,20,6%,2%,9,-10%,3%,-1,-2%
CCOC(=O)c1sc2nc(SC)nc(-c3ccccc3)c2c1N,0%,5,12,12%,2%,-10,-4%,5%,6,1%
CC1CCCCN1C(=O)CSc1nnc(CSc2ncccn2)n1C (configuration not stated),9%,5,-3,nt,14%,-4,-5%,-3%,-20,-1%
CCOC(=O)C1CCCN(C(=O)c2cccc(S(=O)(=O)N(C)c3c(C)n(C)n(-c4ccccc4)c3=O)c2)C1 (configuration not stated),2%,nt,-2,-112%,15%,16,0%,9%,10,-2%
CN(CCO)c1cc(N2CCN(C(=O)c3ccco3)CC2)c2nonc2c1[N+](=O)[O-],1%,-1,9,1%[46.1 µM],0%,20,-6%,9%,-11,1%
O=C(NCc1cccs1)C1CCN(c2nccs2)CC1,-4%,0,5,9%,-11%,-12,-2%,3%,5,8%
COCCNC(=O)C(OC(=O)c1ccco1)c1ccccc1Cl (configuration not stated),3%,-2,2,-3%,-3%,19,-2%,1%,4,-1%
CCCCNC(=O)CNC(=S)N(Cc1ccc(C)cc1)Cc1ccco1,-2%,1,1,-69%,1%,5,-1%,20%,3,-2%
CCCc1cc(=O)oc2cc(C)cc(OCC(=O)NCCN3CCOCC3)c12,2%,0,-8,2%,-3%,11,-5%,0%,-12,0%
CCc1nnc(NC(=O)CSc2nc3c(c(=O)n2-c2ccccc2OC)SCC3)s1,nt,-21,-4,nt,7%,-10,3%,-4%,6,-2%
Cc1ccc(C)c(NC(=S)N(CCN(C)C)C(C)c2ccccn2)c1 (configuration not stated),0%,-2,4,1%,1%,-3,-9%,-5%,-19,-1%
Cc1cccc(C)c1OCC(=O)NNC(=O)CCNC(=O)c1ccc(Br)cc1,-2%,-2,0,-8%,14%,-9,1%,-8%,4,-4%
CCOC(=O)C[n+]1c(C)csc1C,3%,3,-10,0%[46.1 µM],0%,3,-8%,2%,13,nt
O=C(CCNC(=O)Cn1ccc2ccccc2c1=O)NCCCN1CCN(c2ccc(F)cc2)CC1,16%,4,-1,10%,-9%,8,8%,-11%,8,nt
Cc1ccccc1Cn1c([N+](=O)[O-])cnc1C,-8%,2,1,0%,5%,6,2%,1%,11,0%

Random excerpt: 2 entries already listed, in no set order.
Molecule,A-T KAP1 phos,Coupling enz,KCNH2 WT inh,TCR act,CXXC DNA block,TSHR antagonist,Tb PFK inh,BCR signal inh,Giardia kill,GALK inhibitor
O=C(NCc1cccs1)C1CCN(c2nccs2)CC1,-4%,0,5,9%,-11%,-12,-2%,3%,5,8%
Cc1ccc(N2CC(C(=O)N3CCC(C(=O)Nc4nncs4)CC3)CC2=O)cc1 (configuration not stated),-3%,1,-6,2%,0%,-5,-4%,4%,-9,-1%
